ERK EGF block: qHTS Assay for Inhibitors of the ERK Signaling Pathway using a Homogeneous Screening Assay; Stimulation with EGF; AID 1454, 2008; HEK293-V1b, EGF-stimulated phospho-ERK AlphaScreen; Potency, µM (series often up to 11.5 µM), for the others: at the top dose activity change, negative = inhibition, usual class: inhibitors; 130,000 tested, 0.41% active; active = well fitted inhibition curve with a large enough effect; inconclusive = small, poorly fitted or top-dose-only effect, or effect the other way;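 note: plate controls were stimulated vehicle wells for no effect and unstimulated vehicle basal for full effect; nearly all actives have a fitted effect of over 55% in size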
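EGF-stimulated (25 nM, 5 min) phospho-ERK in HEK293 cells stably expressing V1b, cells pretreated 30 min with compound at 37C. Homogeneous AlphaScreen read on lysates.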
Starred values were filed as active, the others as inactive; ? = inconclusive; [ ] = another dose, or the depositor's remark. Potency is the fitted concentration of half-maximal effect.

ERK EGF block,mol
1%[57.5 µM],N/C(CSc1ccccn1)=N\OCc1c(Cl)cccc1Cl
5%[57.5 µM],COc1ccc(S(N)(=O)=O)cc1C(N)=O
-16%,CCN(c1ccccc1)S(=O)(=O)c1ccc(OC)c(NC(=O)CNC)c1
3%[57.5 µM],COc1ccc(NC(=O)CCSc2ccc(F)cc2)cc1
3%[57.5 µM],Cc1nnc(-c2ccccc2)o1
2%,CCN(CC)S(=O)(=O)c1cc(C)ccc1NC(=S)Nc1cccnc1
-7%,O=C(NCCCn1ccnc1)C(=O)NC1CCCCC1
2%[57.5 µM],O=C(Cn1cncn1)c1ccccc1
6%,O=C(NCc1ccc[n+](CCCCS(=O)(=O)[O-])c1)c1ccc(OC(F)F)cc1
-14%,Cc1cccc(N(C(=O)Nc2ccc(Cl)cc2)C2=NCC(C)S2)n1 (configuration not stated)
-1%,Cc1cccc(CC(=O)N2CCC(N3CCC(C(=O)N4CCOCC4)CC3)CC2)c1
2%,CC(C)(C)NC(=O)Cn1cnc2cc([N+](=O)[O-])ccc2c1=O
-9%,Cc1cc(NC(=S)N(CCN2CCOCC2)Cc2ccccc2F)ccc1Cl
-1%,Cc1ccc(S(=O)(=O)N(CC(=O)NCc2cccnc2)C2CCCCC2)cc1
8%,CC(=O)c1c(-c2ccccc2)c2ccccc2[nH]c1=O

Following part
ERK EGF block,mol
3%[57.5 µM],O=c1oc2cccnc2n1CCS(=O)(=O)c1ccc(F)cc1
-18%,O=C(c1cccc(OC2CCN(C3CCCC3)CC2)c1)N1CCCCCCC1
-2%,CCC(C)(C)NC(=O)/C=C/c1ccccc1[N+](=O)[O-]
-1%,CCOC(=O)c1sc(NC(=O)c2ccco2)c(C#N)c1C
-14%[57.5 µM],COc1ccc(C(=O)NNC(=O)OC(C)(C)C)cc1
?,CC(C)(c1ccccc1)c1ccc(OCC(O)CNC2CCN(Cc3ccccc3)CC2)cc1 (configuration not stated)
-1%,Cc1cccc(C)c1NC(=S)NC(=O)c1ccccc1F
0%,Cc1cc(C(=O)OCC(=O)Nc2cccc(S(=O)(=O)N(C)C)c2)c2ccccc2n1
-7%[57.5 µM],CC1CCc2c(cnc3ncnn23)C1 (configuration not stated)
10%[57.5 µM],Cc1cc(S(=O)(=O)Cc2noc(-c3c(C)noc3C)n2)c(C)cc1Cl
-5%[57.5 µM],CCn1cc(C(=O)O)c(=O)c2cnc(N3CCN(C(=S)Nc4ccccc4)CC3)nc21
?,Nc1cccc2c1C(=O)N(Cc1cccc(Cl)c1)C2=O
-1%,CC1=NN(c2ccc(C)c(C)c2)C(=O)/C1=C\C=C\c1ccc([N+](=O)[O-])o1
0%,OC1(c2ccccc2)c2ccccc2-c2ncccc21 (configuration not stated)
4%,O=C(NCc1ccc(Cl)cc1)C1CCN(S(=O)(=O)c2cc([N+](=O)[O-])ccc2Cl)CC1

Continued.
ERK EGF block,mol
1%,CCc1ccc(C(=O)OCC(=O)Nc2cccc(S(=O)(=O)NC3=NCCCCC3)c2)cc1
-6%,O=c1cc(-c2ccccc2[N+](=O)[O-])oc2ccccc12
-3%,CCOC(=O)Nc1ccc2c(c1)nc(CN1CCCCC1)n2C
-5%,CC(C)CCn1nnnc1CN1CCN(C(c2ccccc2)c2ccccc2)CC1
0%,CC1CCc2c(nc3ncnn3c2NCCN(C)C)C1 (configuration not stated)
-11%,CCCN(C/C=C\I)[C@@H]1CCc2cccc(O)c2C1
0%,O=C(CN1CCOCC1)Nc1nc2cc([N+](=O)[O-])ccc2s1
2%[57.5 µM],O=C(CCN1C(=O)c2cccc3cccc(c23)C1=O)NC1CCS(=O)(=O)C1 (configuration not stated)
-6%,Cc1nc2cc(Nc3ccncc3)ccc2s1
-4%[57.5 µM],COC(=O)/C=C1/S/C(=N/NC(=O)c2ccc(Cl)cc2Cl)NC1=O
9%,Cc1ccc(-n2cnc3ncnc(-c4ccccc4)c32)cc1
6%,Cc1cccc(NC(=S)NCC(c2cccnc2)N2CCOCC2)c1C (configuration not stated)
-2%[57.5 µM],CCN(CC)CC(=O)Nc1cccc(S(=O)(=O)N2CCCC2)c1
10%,Cc1ccc(N2C(=O)C(NC(=O)c3ccccc3)(C(F)(F)F)C3=C2CC(C)(C)CC3=O)cc1 (configuration not stated)
0%,CS(=O)(=O)n1nc(NCc2cccs2)nc1NCc1cccs1

Next compounds:
ERK EGF block,mol
?,COC(=O)C1=CN(CCOC23CC4CC(CC(C4)C2)C3)C=C(C(=O)OC)C1c1ccsc1
-4%,Cc1ccc(C2Nc3ccccc3NC3=C2C(=O)OC(C)C3)cc1 (configuration not stated)
3%,COc1ccc(/C=N/Nc2nncc3ccccc23)c(OC)c1
10%[57.5 µM],Cc1ccc(C(CCNC(C)c2cccs2)c2ccco2)cc1 (configuration not stated)
-2%,COc1ccc(NC(=O)Nc2cccnc2)cc1
-5%,CNC(=S)Nc1ccc([N+](=O)[O-])c(C)c1
0%,COc1ccc(C2CC(=O)c3cnc(N4CCc5ccccc54)nc3C2)c(OC)c1 (configuration not stated)
-3%,Cc1c(C(=O)OC2CCC(C)CC2)[nH]c2c1C(=O)CCC2 (configuration not stated)
24%,CCCNC(=O)NC(=O)COC(=O)CC(NC(N)=O)c1ccc(Cl)cc1 (configuration not stated)
2%,O=C(CN1CCN(S(=O)(=O)c2ccccc2)CC1)Nc1ccc2c(c1)CCC2
-9%,CCCNC(=O)OC[C@H]1O[C@H](CCO/N=C/[C@@H](NS(=O)(=O)c2ccc(C)cc2)[C@H](C)/C=C/CC(=O)OC)C=C[C@@H]1Oc1ccc(OC)cc1
0%,COc1ccc(-c2nn(-c3ccccc3)cc2/C=N/NC(=O)c2cccc(S(=O)(=O)Nc3ccccc3Cl)c2)cc1
-2%,Nc1nnc(CC(=O)N/N=C/c2ccc(-c3ccccc3)o2)s1
?,O=C(Nc1ccc(Cl)cc1)N1CCN(Cc2ccc3c(c2)OCO3)CC1
-4%[57.5 µM],Cc1ccc(C2=NOC3(CC(=O)N(c4ccccc4)C3=O)C2)cc1 (configuration not stated)

Later entries
ERK EGF block,mol
-10%,O=C(COC(=O)CN1C(=O)C(=O)c2ccccc21)OCN1C(=O)c2ccccc2C1=O
10%,O=C(OCC(=O)N1CCN(C(=O)c2ccco2)CC1)c1cccc(S(=O)(=O)N2CCc3ccccc32)c1
-4%,O=C(Nn1cnc2ccccc2c1=O)c1ccc([N+](=O)[O-])cc1Cl
?,CCCCCC(=O)Nc1cccc(C2=NOC3(C2)C[C@H](C(N)=O)N(C(=O)COc2ccc(Cl)cc2)C3)c1 (some centres not stated)
-22%[57.5 µM],C=CCNC(=O)C1CC2Cn3c(nc4cc5ccccc5cc43)C2N1C (configuration not stated)
-14%[57.5 µM],Cc1nn(CC(=O)NNC(=O)c2ccccc2F)c([N+](=O)[O-])c1Br
-3%[57.5 µM],COCCOc1cc(NC(=O)CS(=O)(=O)CC(=O)N(C)C)c(Cl)cc1Cl
-5%[57.5 µM],O=C(NC1CCCCC1)c1ccc(-n2cnnn2)cc1
-5%[57.5 µM],CN(CC(=O)N1CCN(c2ncccn2)CC1)S(=O)(=O)c1ccc(Cl)cc1
-1%,CCOC(=O)CSCC(=O)Nc1c(C(=O)C2CC2)oc2ccccc12
-2%,CCOC(=O)c1nc(C)n(-c2cc(OC)c(Cl)cc2Cl)n1
-7%,O=C(COC(=O)C12CC3CC(CC(O)(C3)C1)C2)NCCc1ccc(Cl)cc1
-3%,S=C(NCc1cccs1)Nc1cccc2ccccc12
-5%,Cc1c(C(=O)NCCSc2ccc(Cl)cc2)cccc1[N+](=O)[O-]
-2%,Cn1cnnc1SCC(=O)N1N=C(c2ccc(Cl)cc2)CC1c1ccco1 (configuration not stated)

Of the compounds above, these have two or more sulfur atoms:
ERK EGF block,mol
2%,CCN(CC)S(=O)(=O)c1cc(C)ccc1NC(=S)Nc1cccnc1
0%,CS(=O)(=O)n1nc(NCc2cccs2)nc1NCc1cccs1
-3%,S=C(NCc1cccs1)Nc1cccc2ccccc12

(list continues)
ERK EGF block,mol
-2%,CC1(C)CC(N2CCCC2)=CC(=[N+]2CCCCC2)C1
-9%[57.5 µM],C#CCOCCOCCOCCNc1nc(N2CCN(C(=O)[C@H](CCC(=O)O)n3cc(C(N)Cc4ccc(O)cc4)nn3)CC2)nc(N2CCN(C(=O)[C@H](CCC(=O)O)n3cc(C(N)[C@H](C)CC)nn3)CC2)n1 (some centres not stated)
-16%[57.5 µM],CCCCC[n+]1ccn(C2=C([O-])c3ccccc3C(=O)/C2=N\S(=O)(=O)c2ccc(Cl)cc2)c1
-11%[57.5 µM],CNC(=O)c1c(Cl)cnn1-c1ccc(F)cc1
25µM*,COc1cc(/C=C2/C(=O)NN(c3cccc(C)c3)C2=O)ccc1OC(=O)c1ccco1
-6%,Cc1ccc(Cl)cc1NC(=O)COC(=O)c1ccc(N2CCCC2)c([N+](=O)[O-])c1
5%,Nc1ccn(Cc2ccc(F)cc2)n1
-5%,COC(=O)[C@@]1(Cc2ccccc2)[C@H]2c3cc(C(=O)N4CCCC4)n(Cc4ccc(C)o4)c3C[C@H]2CN1C(=O)c1ccccc1
-9%,COc1ccc(CCNC(=O)COC(=O)C23CC4CC(CC(C4)C2)C3)cc1
0%,CCOC(=O)N=Nc1c(O)n(C)c2ccccc12
-6%,N[C@@H](Cn1ccc(=O)n(Cc2ccccc2C(=O)O)c1=O)C(=O)O
0%,C=CCn1c(O)c(N=Nc2nc3ccccc3c(=O)n2-c2ccccc2)c2ccccc21
-2%,CCc1ccc(Nc2nnc(SCC(=O)c3ccc4c(c3)NC(=O)CO4)s2)cc1
-8%[57.5 µM],CC(C)c1cc(C(=O)N2CCCC(CCC(=O)N3CCN(c4ccccn4)CC3)C2)no1 (configuration not stated)
6%,CCOC(=O)c1c(NC(=O)CN2CCN(C(=O)c3ccco3)CC2)sc2c1CCCC2

More structures.
ERK EGF block,mol
2%,O=C(Nc1nnc(-c2ccccn2)o1)c1cccc(Cl)c1
-8%,Cc1cc(C)n(-c2ccc(C(=O)OCC(=O)Nc3ccccc3[N+](=O)[O-])cc2)n1
-1%,CCCCC[C@H](O)/C=C/[C@H]1C(=O)C=C[C@@H]1C/C=C\CCCC(=O)O
4%,O=C1/C(=C/c2ccccn2)SC(=S)N1NS(=O)(=O)c1ccccc1
-2%,CCOc1c(CNCc2ccc(C(=O)O)cc2)cccc1OC
-3%[25.7 µM],CCCCN1CCCC[C@H]1C(=O)Nc1c(C)cccc1C
-10%,CCOc1ccccc1NC(=S)NCc1cccn1C
6%,COC(=O)c1c(NC(=O)CSc2nc3ccccc3c(=O)n2Cc2ccco2)sc(C)c1C
1%,O=C(CSc1ccccn1)Nc1nc2ccccc2s1
0%,O=c1c(-c2ccc(O)cc2)coc2c(C3OC(CO)C(O)C(O)C3O)c(O)ccc12 (configuration not stated)

Entries above with an aryl methoxy group (13):
ERK EGF block,mol
5%[57.5 µM],COc1ccc(S(N)(=O)=O)cc1C(N)=O
-16%,CCN(c1ccccc1)S(=O)(=O)c1ccc(OC)c(NC(=O)CNC)c1
3%[57.5 µM],COc1ccc(NC(=O)CCSc2ccc(F)cc2)cc1
-14%[57.5 µM],COc1ccc(C(=O)NNC(=O)OC(C)(C)C)cc1
3%,COc1ccc(/C=N/Nc2nncc3ccccc23)c(OC)c1
-2%,COc1ccc(NC(=O)Nc2cccnc2)cc1
0%,COc1ccc(C2CC(=O)c3cnc(N4CCc5ccccc54)nc3C2)c(OC)c1 (configuration not stated)
-9%,CCCNC(=O)OC[C@H]1O[C@H](CCO/N=C/[C@@H](NS(=O)(=O)c2ccc(C)cc2)[C@H](C)/C=C/CC(=O)OC)C=C[C@@H]1Oc1ccc(OC)cc1
0%,COc1ccc(-c2nn(-c3ccccc3)cc2/C=N/NC(=O)c2cccc(S(=O)(=O)Nc3ccccc3Cl)c2)cc1
-2%,CCOC(=O)c1nc(C)n(-c2cc(OC)c(Cl)cc2Cl)n1
25µM*,COc1cc(/C=C2/C(=O)NN(c3cccc(C)c3)C2=O)ccc1OC(=O)c1ccco1
-9%,COc1ccc(CCNC(=O)COC(=O)C23CC4CC(CC(C4)C2)C3)cc1
-2%,CCOc1c(CNCc2ccc(C(=O)O)cc2)cccc1OC

Source: PubChem BioAssay

An excerpt, so the mix of outcomes need not match the whole.
